Screening results deposited in PubChem by National Center for Advancing Translational Sciences (NCATS).
FLuc counter = firefly luciferase modulation, counter-screen for miR-21 project. purified FLuc, Km substrates, luminescence inhibition. Potency, µM (doses to about 57.5 µM), inactives show top-dose activity change, negative = inhibition, actives largely listed as inhibitors. P08659. actives 6.9% (n = 360,000);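 further: plate controls were vehicle for no effect and reference inhibitor for full effect; nearly all actives have a fitted effect of over 55% in size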
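Purified P. pyralis luciferase, 10 nM final, with Km-level 10 uM D-luciferin and 10 uM ATP in 50 mM Tris acetate pH 7.5, 10 mM Mg acetate, 0.01% Tween-20, 0.05% BSA; 6-point qHTS titration about 60 µM downward; luminescence read.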
uPA surface inh = blocks generation of uPA at the cell surface; cell surface uPA generation assay, qHTS; Potency, µM (doses to about 38.3 µM), for the others: at the top dose activity change, negative = inhibition, actives largely listed as inhibitors; actives 0.31% (n = 330,000); AID 540303; active means well fitted inhibition curve with a large enough effect; inconclusive means small, poorly fitted or top-dose-only effect; inactive means no such curve, though single readings can be large or run the other way; tested in mouse RAW 264.7 cells; further: on the % scale 0 is the no-effect control and ±100 the full control effect; nearly all actives have a fitted effect of over 55% in size
Rab9 prom act = activators of Rab9 promoter; Huh7 Rab9 promoter-luciferase reporter, luminescence, 24 h; actives 2.8% (n = 320,000); AID 485297; Potency, µM (highest dose often 9.22 µM), inactives show at the highest dose activation, negative = inhibition, actives largely listed as activators; further: % of control where 0% means no effect; nearly all actives have a fitted effect of over 60% in size
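Quantitative HTS format; Huh7 Rab9-luciferase reporter cells (1500/well) receive compound 2 h post-plating, incubate 24 h at 37 °C, then get luciferase reagent for 10 min before luminescence reading.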
RORgamma inh = inhibitors of mouse ROR gamma transcriptional activity; Drosophila S2 Gal4-RORgamma UAS-luciferase reporter, 20 h; Potency, µM (series often up to 53.6 µM), for inactives: top-dose activity change, negative = inhibition, actives largely listed as inhibitors; P51450; actives 5.4% (n = 310,000); further: on the % scale 0 is the no-effect control and ±100 the full control effect; nearly all actives have a fitted effect of over 60% in size
Target sequence (P51450 whole entry, looked up, the tested form may be a part): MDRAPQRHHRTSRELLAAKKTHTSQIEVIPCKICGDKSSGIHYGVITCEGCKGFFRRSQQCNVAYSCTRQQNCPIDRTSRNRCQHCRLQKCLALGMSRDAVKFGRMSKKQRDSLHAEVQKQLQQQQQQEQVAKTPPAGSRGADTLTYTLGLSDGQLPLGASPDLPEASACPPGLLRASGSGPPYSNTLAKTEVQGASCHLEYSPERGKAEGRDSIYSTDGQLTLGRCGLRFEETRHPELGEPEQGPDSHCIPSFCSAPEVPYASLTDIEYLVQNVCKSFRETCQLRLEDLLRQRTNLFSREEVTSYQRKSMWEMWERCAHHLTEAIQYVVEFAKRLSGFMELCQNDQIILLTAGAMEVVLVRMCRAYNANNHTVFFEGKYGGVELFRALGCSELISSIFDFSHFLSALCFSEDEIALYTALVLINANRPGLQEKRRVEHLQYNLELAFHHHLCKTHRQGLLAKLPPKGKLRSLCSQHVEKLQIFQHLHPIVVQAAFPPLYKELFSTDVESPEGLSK
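Luminescence from a UAS-regulated Photinus luciferase reporter in stably transfected Drosophila Schneider cells is measured; decreased signal marks ROR gamma inhibition. Fusion expression is induced by 700 uM copper sulfate for 20 hr.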
BRCA1 expr up = increases BRCA1 expression; Potency, µM (top dose mostly 46.1 µM), for inactives: top-dose activation, most hits filed as activators; MCF7-BRCA1-FFLuc reporter, luminescence, 48 h; response scale: scaled: vehicle 0%, 10 µM genistein 100%; actives 1.1% (n = 380,000); further: nearly all actives have a fitted effect of over 80% in size; some results filed as inactive show a strong effect at the top dose
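48 h compound treatment of MCF7-BRCA1-FFLuc cells (phenol-red free MEM, 37 °C), then 15 min with luciferase substrate and luminescence imaging.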
MBNL1-CUG inh = blocks human MBNL1 binding to CUG repeat RNA; Q9NR56; actives 0.036% (n = 280,000); TR-FRET MBNL1-His/biotin-(CUG)12 binding, 665/545 ratio; Potency, µM (series often up to 57.5 µM), inactives show top-dose activity change, negative = inhibition, actives largely listed as inhibitors; AID 2675; active means well fitted inhibition curve with a large enough effect in the signal ratio, with a control signal flat, not every such curve was filed as active; inconclusive means small, poorly fitted or top-dose-only effect, or effect the other way, or a change in a side signal; inactive means no such curve, though single readings can be large or run the other way; the % refers to the signal ratio; further: on the % scale 0 is the no-effect control and ±100 the full control effect
Target sequence (Q9NR56 whole entry, looked up): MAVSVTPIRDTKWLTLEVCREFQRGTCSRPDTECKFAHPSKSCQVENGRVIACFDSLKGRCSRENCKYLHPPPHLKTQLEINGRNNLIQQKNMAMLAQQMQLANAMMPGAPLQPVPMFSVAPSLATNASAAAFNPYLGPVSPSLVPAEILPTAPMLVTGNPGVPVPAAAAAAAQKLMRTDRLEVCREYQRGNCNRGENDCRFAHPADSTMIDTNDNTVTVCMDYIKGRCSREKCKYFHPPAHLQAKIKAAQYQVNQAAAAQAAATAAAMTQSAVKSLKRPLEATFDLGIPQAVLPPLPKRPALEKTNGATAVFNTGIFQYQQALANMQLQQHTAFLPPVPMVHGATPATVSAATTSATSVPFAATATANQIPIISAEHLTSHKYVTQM
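Ratiometric TR-FRET (665 over 545 nm, excitation 340 nm) tracks disruption of MBNL1-His/biotin-(CUG)12 complex after 60 min at room temperature, with compounds at 92 nM to 58 uM final.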
p53 reactivation = restores transcriptional activity of mutant p53; Potency, µM (highest dose often 92.2 µM), for the others: top-dose activity change, positive = activation, most hits filed as activators; actives 0.063% (n = 320,000); H1299 p53-A138V BP100-luciferase reporter, luminescence, 24 h; AID 504706; further: % of control where 0% means no effect; nearly all actives have a fitted effect of over 45% in size
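p53-null H1299 cells stably carrying temperature-sensitive p53-A138V and a BP100-luciferase reporter were pinned with compounds (4-point, 1:5 series) and held 24 hrs at 37 deg C. Luminescence was read 10 min after detection reagent.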
ELG1 genotoxic = genotoxicity induction in ELG1-luciferase HEK293T cells. HEK293T ELG1-luciferase reporter, luminescence, 16 h. Potency, µM (highest dose often 46 µM), for inactives: at the top dose activity change, positive = activation, most hits filed as activators. actives 1.3% (n = 330,000); further: % of control where 0% means no effect; nearly all actives have a fitted effect of over 60% in size
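ELG1-luciferase HEK293T cells, 2,000/well; compound pinned in; 16 hr, 37 °C, 5% CO2; ONE-Glo, 30 min RT; luminescence on CCD imager.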
Gal4-VP16 FLuc = counter-screen for ROR gamma inhibitors: Gal4-VP16 reporter. Drosophila S2 Gal4-VP16 UAS-luciferase, luminescence, 20 h. Potency, µM (titrated, usually from 53.6 µM), for inactives: top-dose activity, negative = inhibition, most hits filed as inhibitors. actives 3.5% (n = 310,000). AID 2546;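 further: Gal4-VP16 expression switched on by copper sulfate through the metallothionein promoter; on the % scale 0 is the no-effect control and ±100 the full control effect; nearly all actives have a fitted effect of over 50% in size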
NPC1 promoter act = NPC1 promoter activation; Huh7 NPC1 promoter luciferase reporter, 24 h; actives 2.4% (n = 320,000); Potency, µM (doses to about 9.22 µM), for the others: at the highest dose activation, most hits filed as activators;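 further: % of control where 0% means no effect; nearly all actives have a fitted effect of over 60% in size; reporter is driven by a mutant NPC1 promoter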
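Cells: Huh7 expressing luciferase under the NPC1 promoter, 1500/well. Seeded 2 h, compound added, incubated 24 h at 37 °C. Luciferase reagent, 10 min ambient, then luminescence.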
Numbers without * were called inactive; ? = inconclusive; nt = not tested or not shown; & = joins results of further samples; [ ] = dose if it differs, or a comment. Unless noted, the call rests on the fitted dose curve; in most records, active means well fitted curve in the direction sought with a large enough effect; inconclusive means small, poorly fitted or top-dose-only effect, or another doubt; inactive means no such curve, though single readings can be large; an effect the other way counts as inactive or inconclusive. Potency means the concentration at half of the fitted maximal effect. Random draw from the library (roughly 13% active in at least one column).

mol,FLuc counter,uPA surface inh,Rab9 prom act,RORgamma inh,BRCA1 expr up,MBNL1-CUG inh,p53 reactivation,ELG1 genotoxic,Gal4-VP16 FLuc,NPC1 promoter act
O=C(Nc1nc2ccc(SC(F)F)cc2s1)c1ccc(NS(=O)(=O)c2ccc(F)c(F)c2)cc1,15µM*,1%,25%,-16%,-39%,-2%,?,-3%,?,13%
COc1cccc(C2CC(=O)NC3=C2C(=O)CCC3)c1 (stereo not given),4%,-1%,0%,?,-12%,1%,3%,-2%,0%,-3%
COC(=O)[C@H](CCSC)NC(=O)Nc1ccc(OC)c(Cl)c1,4%,-9%,3%,0%,-1%,-9%,5%,-4%,11%,1%
Cn1c(=O)oc2cc(S(=O)(=O)NCCN3CCc4ccccc4C3)ccc21,4%,-13%,0%,-10%,9%,-11%,5%,3%,-4%,-3%
Cc1ccc2nc(-c3ccncc3)cc(-c3ccccc3)c2c1,-1%,nt,-9%,?,-3%,-13%,-8%,-1%,-19%,-3%
COc1cc(NC(=O)CN2CC(c3ccccc3)CC2=O)cc(OC)c1 (stereo not given),1%,8%,-6%,-14%,-28%,3%,-5%,1%,12%,0%
CCc1ccccc1NC(=O)CCS(=O)(=O)c1ccc(C)cc1,-1%,4%,2%[1.84 µM],18%,0%,-4%,-1%,2%,8%,-1%
CC(C)N(C(=O)[C@H]1C[C@H](CC(=O)NCc2cccc(C(F)(F)F)c2)C(=O)N2CCc3c([nH]c4ccc(Cl)cc34)[C@]12C)C(C)C,nt,3%,nt,nt,-6%,nt,9%,-2%,nt,nt
O=C(COc1ccccc1Cl)NCCNC(=O)c1ccccn1,-2%,-1%,7%,-13%,-1%,-1%,2%,1%,1%,0%
Cc1sc2ccccc2c1CNC[C@H]1O[C@@H](n2cnc3c(N)ncnc32)[C@H](O)[C@@H]1O,nt,1%,nt,nt,-29%,nt,-7%,4%,nt,nt
CC1CCCN(S(=O)(=O)c2ccc(S(=O)(=O)N3CCCC3)cc2)C1 (stereo not given),1%,-1%,2%,-15%,-5%,0%,1%,-1%,-1%,-3%
Cc1cccc(C)c1NC(=O)C1CCCN1S(=O)(=O)c1ccc2c(c1)n(C)c(=O)c(=O)n2C (stereo not given),-1%,-3%,-1%,-35%,0%,-7%,14%,0%,0%,-3%
CCOCc1nnc(NC(=O)c2c(OC)cccc2OC)s1,10%,-3%,2%,-30%,-10%,-6%,0%,1%,-1%,-1%
CC(C)(C)C1CCC(=NNC(=O)CN(c2ccccc2)S(C)(=O)=O)CC1 (stereo not given),5%,-1%,2%,-10%,49%,nt,6%,-1%,2%,-1%
O=C(Nc1cccc(F)c1)c1cccnc1,4%,24%,0%,1%,-5%,3%,3%,-4%,-13%,1%
CCN(CC)c1ccc(C=N/C(C#N)=C(\N)C#N)cc1,?,-3%,?,-13%,2.5µM*,?,?,?,23%,?
Cc1cccc(-n2ccnc2SCC(=O)Nc2nccs2)c1,?,7%,3.5µM*,-37%,?,-5%,?,15%,1%,?
CCCCc1cc(=O)oc2cc(OCC(=O)N3CCC(C(=O)O)(c4ccccc4)CC3)ccc12,-16%,-24%,-4%,-1%,70%,-8%,3%,-3%,-7%,-2%
Cn1c(SCC(=O)N2CCOCC2)nnc1-c1ccncc1,2%,-4%,2%,-38%,25%,2%,-3%,1%,2%,0%
CCn1c(COc2ccc(Cl)cc2)nnc1SCC(=O)Nc1ccc2c(c1)OCCO2,-12%,0%,11%,?,0%,-5%,4%,3%,7%,-27%
O=C(CNS(=O)(=O)c1ccc2ccccc2c1)OCc1csc(-c2ccccc2)n1,-13%,-3%,-3%,14%,20%,-1%,8%,0%,?,-4%
COc1ccc(NC(=O)CN(C)CC(=O)c2c(C)[nH]c3ccccc23)cc1,1%,3%,-6%,nt,-7%,nt,1%,-3%,nt,1%
CC(=O)Nc1ccc(S(=O)(=O)NC(CSc2ccc(C(=O)O)cc2[N+](=O)[O-])C(=O)O)cc1 (stereo not given),4%,2%,2%,?,9%,?,-6%,1%,-19%,-2%
CN(C)C(=N)c1n[nH]nc1SCc1ccc(Cl)c(Cl)c1,2%,1%,-2%,-1%,-14%,2%,-2%,2%,-3%,-6%
COc1ccc(C)cc1N(CC(=O)Nc1ccc2c(c1)OCCO2)S(C)(=O)=O,5%,-3%,-10%,3%,-2%,-3%,-4%,7%,1%,-4%
c1ccc(Cn2ncc3ccccc32)cc1,1%[2.3 µM],22%,-4%,8%,5%,6%,3%,0%,17%,3%
CC(O)C(O)C(O)C(O)C1NCCS1 (stereo not given),2%,4%,6%,-21%,-1%,-5%,4%,1%,-2%,7%
Cc1c(NC(=O)CSc2nc3c(cnn3-c3ccccc3)c(=O)[nH]2)c(=O)n(-c2ccccc2)n1C,4%,1%,-1%,-2%,5%,-11%,1%,0%,?,1%
O=S(=O)(Nc1ccncc1)c1ccc(Cl)c(Cl)c1,-7%,-2%,14%,9%[1.91 µM],17%,-7%,?,-2%,-15%,2%
CC1=CCC2C(=O)N(c3ccc(S(N)(=O)=O)cc3)C(=O)C2C1 (stereo not given),0%,0%,1%,-3%,4%,-6%,-2%,0%,2%,-3%
CCCOc1ccc(N2C(=O)C3C(C(C)C)NC4(C(=O)c5ccccc5C4=O)C3C2=O)cc1 (stereo not given),0%,nt,-3%,6%,4%,1%,-2%,0%,-2%,5%
CCOC(=O)Cc1csc(NC(=O)c2ccc(Cl)s2)n1,?,-13%,1%,?,27%,49%[activator],12%,13%,?,-11%
CCCC(=O)n1nc(-c2cccnc2)nc1NCc1ccc(OC)cc1,-1%&-9%,-5%,-6%,15%,3%,6%,-2%,0%,-1%,-1%
COc1ccc(-c2cc3ccccc3oc2=O)cc1NC(=O)c1ccc([N+](=O)[O-])o1,-9%,-6%,3.5µM*,2%,-29%,?,5%,8%,-9%,21%
Cn1c(=O)[nH]c2ccc([N+](=O)[O-])nc21,1%,5%,1%,-1%,-3%,?,-10%,-2%,6%,-1%
CSC1=NC(C)(C)C=C(/C=C/c2ccc(Cl)cc2)N1,0%,-14%,-7%,?,0%,5%,?,14%,?,-2%
CN1CCN(S(=O)(=O)c2cccc(C(=O)Oc3cccc(Br)c3)c2)CC1,0%,-7%,0%,nt,-3%,nt,-4%,2%,nt,10%
CON(C)C(=O)CC(CN(Cc1ccccc1)C(=O)OC(C)(C)C)c1ccc(Cl)cc1 (stereo not given),nt,-1%,nt,nt,-4%,nt,-13%,-6%,nt,nt
CCCCn1c(-c2csc(C(C)C)c2)n[nH]c1=S,-1%,10%,1%,4µM*,-5%,-14%,-9%,-5%,?,1%
CC(=O)Nc1ccc(/C=C/c2nc3ccccc3[nH]c2=O)cc1,?,1%,?,-5%,73%,?,11%,?,7%,?
O=C(NC(Cc1ccccc1)C(=O)O)/C(=C/c1cccc([N+](=O)[O-])c1)NC(=O)c1ccco1 (stereo not given),1%,2%,-1%,2%,0%,?,0%,-1%,-3%,0%
Cc1ccc2oc(=O)c3cnn(CC(=O)Nc4cc(-c5cccc(F)c5)no4)c3c2c1,0%,-7%,-6%,5%,-21%,3%,2%,2%,5%,1%
Cc1c(C(=O)O)oc2c1C(=O)CC(C)(C)C2,0%,2%,0%,19%,-17%,1%,-4%,0%,-4%,-3%
O=[N+]([O-])C(/C=C(\Cl)[N+](=O)[O-])=C(N1CCCCC1)N1CCCCC1,4%,-11%,23%,?,-41%,25%,-2%,0%,14µM*,3%
Cc1ccc(NC(=O)COC(=O)CCC(=O)c2ccc(Cl)cc2)cc1S(=O)(=O)N(C)C,?,1%,-3%,9%,1%,2%,-15%,3%,-3%,-2%
O=C(Nc1ccccc1)Nc1ccc2ocnc2c1,11µM*,5%,1.3µM*,-8%,83%,-4%,23%,13%,7%,?
O=c1c2c(-c3ccc([N+](=O)[O-])cc3)csc2nc2n1CCCCC2,?,-9%,2%,42%,33%,?,-1%,7%,-5%,2%
COc1ccc(N2CC(C(=O)NCCCN3CCOCC3)CC2=O)cc1 (stereo not given),1%,nt,3%,7%,-12%,4%,12%,0%,-10%,-2%
